Bioassay records as filed in PubChem BioAssay.
AmpC detergent: inhibitors of E. coli AmpC beta-lactamase with detergent; hit rate 0.041% among 370,000; Potency, µM (top dose mostly 114 µM), inactives show top-dose activity change, negative = inhibition, usual class: inhibitors; AmpC hydrolysis of nitrocefin, absorbance 480 nm, 0.01% Triton; P00811;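 note: potency is the fitted concentration of half-maximal effect; 0% = no-compound wells and -100% = no-enzyme wells; nearly all actives have a fitted effect of over 25% in size; some results filed as inactive show a strong effect at the top dose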
Target sequence (P00811 whole entry, looked up): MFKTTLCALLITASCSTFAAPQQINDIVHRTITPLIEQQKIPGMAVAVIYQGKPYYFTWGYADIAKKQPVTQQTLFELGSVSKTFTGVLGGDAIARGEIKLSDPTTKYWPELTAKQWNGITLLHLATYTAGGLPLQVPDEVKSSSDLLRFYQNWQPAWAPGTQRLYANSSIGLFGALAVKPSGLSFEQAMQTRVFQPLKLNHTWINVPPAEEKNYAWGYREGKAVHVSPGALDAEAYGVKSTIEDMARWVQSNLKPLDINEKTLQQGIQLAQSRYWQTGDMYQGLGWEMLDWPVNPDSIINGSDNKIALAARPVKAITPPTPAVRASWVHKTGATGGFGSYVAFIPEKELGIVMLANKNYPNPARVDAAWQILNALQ
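AmpC (5.3 nM in the dispensed reagent) in 20 mM phosphate pH 7.0 with 0.01% (detergent screen) or 0.0001% Triton X-100 was preincubated with compounds for 15 min at room temperature. Nitrocefin was then added from an 800 uM solution, and hydrolysis was followed at 480 nm.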
HCMV antiviral: inhibitors of human cytomegalovirus | activity change, negative = inhibition, % at 57.5 µM | HFF cells, HCMV-luciferase reporter, 72 h; hits give low values | hit rate 4.5% among 410,000; in the data active = activity change below about -60%; inconclusive = no clear call, values can overlap the other calls; inactive = above about -39%
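Cell-based, HFFs, 1000 cells/well, 16 h 37C; cpds in DMSO + HCMV-luc, MOI 1 PFU/cell; 72 h 37C; OneGlo luminescence after 5 min RT; norm. to buffer vs Salinomycin 10uM.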
AmpC no deterg: inhibitors of E. coli AmpC beta-lactamase without detergent; P00811; AmpC nitrocefin hydrolysis, absorbance 480 nm, 0.0001% Triton; Potency, µM (series often up to 57.1 µM), without a hit: at the highest dose activity change, negative = inhibition, hits mostly inhibitors; hit rate 0.52% among 330,000;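 note: potency is the fitted concentration of half-maximal effect; plate controls were no compound for no effect and no enzyme for full effect; nearly all actives have a fitted effect of over 20% in size; some results filed as inactive show a strong effect at the top dose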
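20 mM phosphate pH 7.0 + 0.01% (detergent screen) or 0.0001% Triton X-100; 5.3 nM AmpC reagent; cpd preinc 15 min RT; nitrocefin (800 uM stock) to start; A480 q20 s × 4 min; Activity was normalised to no-enzyme and no-compound control wells.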
Tb PYK inh: blocks Trypanosoma brucei pyruvate kinase; Q57TT1; TbPYK enzyme, Kinase-Glo Plus ATP luminescence, 45 min; Potency, µM (doses to about 76.8 µM), inactives show at the top dose activity, negative = inhibition, usual class: inhibitors; hit rate 0.12% among 410,000; AID 624173; note: potency is the fitted concentration of half-maximal effect; nearly all actives have a fitted effect of over 50% in size
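TbPYK + substrate in 50 mM TEA pH 7.2, 100 mM KCl, 10 mM MgCl2, 0.05% BSA, 0.01% Tween-20; cpd pinned; ADP 130 uM final; 45 min RT; Kinase-Glo Plus 10 min; luminescence endpoint.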
LmPK inhibitor: blocks Leishmania mexicana pyruvate kinase activity | purified LmPK, Kinase-Glo ATP luminescence, 1 h | Potency, µM (series often up to 57.5 µM), inactives show at the top dose activity change, negative = inhibition, usual class: inhibitors | hit rate 0.37% among 290,000; note: potency is the fitted concentration of half-maximal effect
Target sequence (Q27686 whole entry, looked up): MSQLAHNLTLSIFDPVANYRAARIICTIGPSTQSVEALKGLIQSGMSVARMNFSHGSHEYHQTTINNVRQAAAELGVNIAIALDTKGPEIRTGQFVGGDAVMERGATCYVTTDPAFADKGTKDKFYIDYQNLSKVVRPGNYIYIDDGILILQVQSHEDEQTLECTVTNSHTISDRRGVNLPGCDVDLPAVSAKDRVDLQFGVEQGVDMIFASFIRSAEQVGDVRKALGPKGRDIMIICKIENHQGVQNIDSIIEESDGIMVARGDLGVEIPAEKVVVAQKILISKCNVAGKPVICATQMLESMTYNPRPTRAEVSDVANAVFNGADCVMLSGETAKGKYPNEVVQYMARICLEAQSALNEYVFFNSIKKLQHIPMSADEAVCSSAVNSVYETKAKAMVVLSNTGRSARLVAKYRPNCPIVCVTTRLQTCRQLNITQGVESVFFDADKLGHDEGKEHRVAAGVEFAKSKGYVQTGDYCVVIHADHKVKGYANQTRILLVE
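qHTS format; LmPK 0.1 nM; substrates PEP 0.5 mM and ADP 0.1 mM. One-hour room-temperature incubation, then coupled luciferase luminescence; 0.5 nM enzyme wells mark activation.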
AMA1 RON2 block: inhibitors of Plasmodium falciparum AMA1-RON2 interaction | hit rate 0.2% among 360,000 | Potency, µM (top dose mostly 58.2 µM), for the others: top-dose activity change, negative = inhibition, hits mostly inhibitors | AlphaScreen AMA1-biotinylated RON2 peptide binding;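 note: potency is the fitted concentration of half-maximal effect; 0% = vehicle wells and -100% = peptide control; nearly all actives have a fitted effect of over 45% in size; some results filed as inactive show a strong effect at the top dose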
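AMA1 (3D7) with his tag at 25 nM final met compounds first, then biotinylated RON2 peptide at 25 nM; detection used donor plus acceptor beads, 10 µg/mL apiece, read by AlphaScreen after 30 min at room temperature.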
Sm TGR inh: S. mansoni TGR enzyme inhibition. Q962Y6. purified TGR, DTNB reduction, TNB absorbance 405 nm. Potency, µM (series often up to 114 µM), without a hit: at the top dose activity change, negative = inhibition, actives largely listed as inhibitors. hit rate 3% among 360,000. AID 485364; note: potency is the fitted concentration of half-maximal effect; nearly all actives have a fitted effect of over 60% in size
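First, TGR (20 nM dispensed) and NADPH were mixed with compound. Second, a 15 min room-temperature incubation followed. Third, further NADPH and then DTNB were added to start the reaction. Finally, TNB absorbance was monitored kinetically.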
* marks the source's active call; other numbers are inactive results; ? = inconclusive; . = no result given; & = joins results of further samples; [ ] = dose if it differs, or a comment. Unless noted, calls come from the whole dose curve; as a rule, active = well fitted curve in the direction sought with a large enough effect; inconclusive = small, poorly fitted or top-dose-only effect, or another doubt; inactive = no such curve, though single readings can be large; an effect the other way counts as inactive or inconclusive. Unless noted, % is set by controls: 0 for no effect and ±100 for the full control effect.

Fields – AmpC detergent	HCMV antiviral	AmpC no deterg	Tb PYK inh	LmPK inhibitor	AMA1 RON2 block	Sm TGR inh
- Cc1cn(C)c(CC(=O)NCc2ccc(Cl)cc2)c1C(=O)O
  -1%	-4	.	-15%	.	.	?
- O=C(Nc1cccc([N+](=O)[O-])c1)Nc1ccc(Cl)cn1
  ?	?	-15%	1%	1%	-1%	0%
- O=C(C1CCCN(c2ncccn2)C1)N1CCc2ccccc21 (stereo not given)
  ?	?	-13%	-2%	1%	0%	5%
- CCCCCn1c(=O)c2c(nc3n2CCN3c2ccc(Br)cc2)n(C)c1=O
  3%	?	.	1%	.	.	7%
- O=C(NN=Cc1ccccc1C(=O)O)c1ccc(NS(=O)(=O)c2cccs2)cc1
  .	-3	-22%	2%	.	-6%	.
- COCCNc1nnc(SCC(=O)NC2CCCCC2)s1
  -3%	-10	-14%	1%	.	-9%	-4%
- O=S1(=O)c2c(F)cccc2OC(COc2ccccc2)CN1CCc1ccc(F)cc1 (stereo not given)
  .	1	.	-6%	.	9%	.
- Cc1c(NC2(c3nnnn3-c3ccc(Br)cc3)CCCCC2)c(=O)n(-c2ccccc2)n1C
  3%	13	59%	-4%	0%	9%	3%
- N#Cc1c(-c2cccnc2)cc(-c2ccccc2)nc1N
  -4%	132	-23%	-4%	-1%	21%	6%
- COc1ccc(C(=O)Nc2ccc3c(c2)nc(CCNC(=O)c2ccco2)n3C)cc1
  ?	-10	-14%	-5%	-1%	0%	2%
- NC(=O)C1=C[C@H](c2ccc(C(F)(F)F)cc2)C[C@H](OCCCCO)O1
  5%	0	37%	-1%	6%	0%	?
- Cc1ccc(N(C)C(=O)CC(C)S(=O)(=O)c2ccc3c(c2)NC(=O)CO3)cc1 (stereo not given)
  3%&-9%	-11&-3	2%	2%&-1%	1%	9%	-13%&-4%
- O=C(Nc1ccccc1)N1CCN(c2ncccn2)CC1
  -4%	14	-10%	1%	-1%	10%	-1%
- Cc1cc(C)cc(C(=O)NC(CC(N)=O)c2ccc(N3CCC(Cc4ccccc4)CC3)c([N+](=O)[O-])c2)c1 (stereo not given)
  -9%	-3	-44%	1%	2%	10%	-2%
- CC(C)Oc1ccc(CCc2n[nH]c(=S)n2Cc2ccccc2)cc1
  7%	-32	25%	?	?	17%	9%

Part of the list above, reduced to AmpC detergent, Sm TGR inh and AMA1 RON2 block.
| smiles | AmpC detergent | Sm TGR inh | AMA1 RON2 block |
| --- | --- | --- | --- |
| O=C(C1CCCN(c2ncccn2)C1)N1CCc2ccccc21 (stereo not given) | ? | 5% | 0% |
| CCCCCn1c(=O)c2c(nc3n2CCN3c2ccc(Br)cc2)n(C)c1=O | 3% | 7% | . |
| O=C(NN=Cc1ccccc1C(=O)O)c1ccc(NS(=O)(=O)c2cccs2)cc1 | . | . | -6% |

The main list resumes with the 2 entries that preceded the break.
Fields – AmpC detergent	HCMV antiviral	AmpC no deterg	Tb PYK inh	LmPK inhibitor	AMA1 RON2 block	Sm TGR inh
- Cc1cc(C)cc(C(=O)NC(CC(N)=O)c2ccc(N3CCC(Cc4ccccc4)CC3)c([N+](=O)[O-])c2)c1 (stereo not given)
  -9%	-3	-44%	1%	2%	10%	-2%
- CC(C)Oc1ccc(CCc2n[nH]c(=S)n2Cc2ccccc2)cc1
  7%	-32	25%	?	?	17%	9%
- O=S(=O)(c1ccc(Cl)cc1)N1CCCN(c2ccc(C(F)(F)F)cn2)CC1
  -2%	-4	5%	-5%	2%	0%	19%
- O=C(COC(=O)c1cnccn1)Nc1ccccc1-c1ccccc1
  3%	-14	-6%	-3%	.	-5%	-22%
- Cc1cccn2c(CNCCSc3nccn3C)c(C(=O)N3CCCCC3)nc12
  -8%	8	16%	12%	5%	34%[activator]	-28%
- Cc1nc2nc(Cc3ccccc3)nn2c(C)c1Cl
  ?	-5	-16%	4%	-1%	10%	5%
- N#CCCn1cnc2c(=S)nc[nH]c21
  2%	9	-4%	-8%	-4%	9%	5%
- N#Cc1ccc(COC(=O)c2cnc(Cl)c(Cl)c2)cc1
  0%	9	14%	2%	-2%	1%	-9%
- Nc1nc(Br)c2ccccc2c1-c1ccc(F)cc1
  1%	-20	-12%	0%	3%	20%	-28%
- CCOC(=O)c1ccc(NC(=O)Nc2c(C)n(C)n(-c3ccccc3)c2=O)cc1
  5%	49	-11%	0%	2%	15%	2%
- O=C(CCC1CCCC1)Nc1cccc(Cc2ccncc2)c1
  2%	10	-2%	-3%	-2%	2%	.
- COc1cccc(C2CC(c3ccccc3)n3ncnc3N2)c1 (stereo not given)
  ?	20	4%	-2%	9%	0%	0%
- CN(CC(=O)Nc1ccccc1C(F)(F)F)C(=O)COc1cccnc1[N+](=O)[O-]
  0%	-23	-12%	1%	-6%	-4%	4%
- CC(C)(C)c1ccccc1NC(=O)CN1C(=O)NC(Cc2ccccc2)C1=O (stereo not given)
  -3%	4	-2%	-6%	.	-2%	50µM*
- Cc1ccc(S(=O)(=O)NCCCn2ccnc2)cc1C(=O)NC(C)C
  4%	10	-8%	3%	5%	-16%	-5%
- Cc1ccc(NC(=O)CCC(=O)NNC(=O)COc2ccc([N+](=O)[O-])cc2)c(C)c1
  -6%	-12	0%	-8%	0%	45%[activator]	-29%
- CC(C)(C)C(=O)CNS(=O)(=O)c1ccc(S(=O)(=O)NC2CCCC2)cc1
  6%	7	-23%	-6%	0%	-6%	-5%
- CCOCCCNC(=O)C1CCCN1C(=O)NC1CCCCC1 (stereo not given)
  ?	11	-49%	3%	-4%	-6%	7%
- O=C(c1cc(S(=O)(=O)N2CCC3(CC2)OCCO3)ccc1F)N1CCC2(CC1)OCCO2
  1%	-22	9%	4%	1%[11.5 µM]	-4%	-9%
- COc1ccc(-c2cn3c(C)c(C(=O)NC(C)(C)C)sc3n2)cc1
  -12%	139	44%	-2%	3%	-11%	-1%
- CCN(CC(=O)Nc1c(F)cccc1F)C(=O)C1COc2ccccc2O1 (stereo not given)
  -2%	65	-23%	2%	.	25%	-28%
- O=C(Cn1cc(C(=O)c2cccs2)c2ccccc21)NCc1cccs1
  -3%	-5	-51%	-2%	5%	3%	6%
- CCOC(=O)N1CCN(C(=O)C(=O)N/N=C/c2ccc(OC)cc2OC)CC1
  4%	17	-2%	1%	-19%	-11%	4%
- Cc1cccc2cc(CN(CC(C)C)S(=O)(=O)c3ccccc3)c(=O)[nH]c12
  -6%	-24	-18%	0%	-11%	4%	12%
- CC(C)c1ccc(NC(=O)CSC2=Nc3ccccc3C3=NC(CC(=O)NCc4ccco4)C(=O)N23)cc1 (stereo not given)
  4%	-24	.	1%	.	.	-3%
- O=c1c([N+](=O)[O-])cccn1Cc1ccc(F)cc1Cl
  10%	10	-1%	0%	-15%	7%	-8%
- Cc1ccsc1C(=O)Nc1ccccc1N1CCOCC1
  1%	-18	-9%	-4%	3%	5%	0%
- Cc1c(C)c(C)c(S(=O)(=O)NCCC(=O)N2CCN(Cc3ccc(C#N)cc3)CC2)c(C)c1C
  -5%	-27	174%[activator]	4%	.	-2%	-13%
- Cc1nc2ccccc2n1CC(=O)OCC(=O)Nc1ccc2c(c1)OCCO2
  ?	2	-18%	-3%	-6%	-20%	6%
- O=S(=O)(NCCCN1CCOCC1)c1ccc(Cl)s1
  5%	0	-10%	?	-11%	-5%	-3%
- COc1nc(N)c(S(=O)(=O)c2ccccc2C)cc1C#N
  6%	12	0.16µM*	5%	5%	-2%	2%
- CCCCNC(=O)c1ccc2nc(CC)c(N(CC)CCN(C)C)n2c1
  .	-15	.	0%	.	-1%	.

Entries of single compounds, quoted from the list. Screens in order: AmpC detergent | HCMV antiviral | AmpC no deterg | Tb PYK inh | LmPK inhibitor | AMA1 RON2 block | Sm TGR inh
`CCN(CC(=O)Nc1c(F)cccc1F)C(=O)C1COc2ccccc2O1` (stereo not given) as listed: -2% | 65 | -23% | 2% | . | 25% | -28%
`Cc1cccc2cc(CN(CC(C)C)S(=O)(=O)c3ccccc3)c(=O)[nH]c12` as listed: -6% | -24 | -18% | 0% | -11% | 4% | 12%
`O=C(c1cc(S(=O)(=O)N2CCC3(CC2)OCCO3)ccc1F)N1CCC2(CC1)OCCO2` as listed: 1% | -22 | 9% | 4% | 1%[11.5 µM] | -4% | -9%
`Cc1c(C)c(C)c(S(=O)(=O)NCCC(=O)N2CCN(Cc3ccc(C#N)cc3)CC2)c(C)c1C` as listed: -5% | -27 | 174%[activator] | 4% | . | -2% | -13%
`COc1ccc(-c2cn3c(C)c(C(=O)NC(C)(C)C)sc3n2)cc1` as listed: -12% | 139 | 44% | -2% | 3% | -11% | -1%

The listing continues.
Fields – AmpC detergent	HCMV antiviral	AmpC no deterg	Tb PYK inh	LmPK inhibitor	AMA1 RON2 block	Sm TGR inh
- C/C(=N/NC(=O)CN1CCN(S(=O)(=O)c2ccc(Br)cc2)CC1)c1ccco1
  -14%	?	23%	-8%	2%	1%[2.32 µM]	-19%
- Clc1ccc2nc(-c3cccc(Br)c3)c(Cc3ccsc3)n2c1
  .	9	.	-2%	.	14%	.
- COc1cc(CN2C[C@@H](CO)O[C@@H](n3cnc4c(N5CCCC5)ncnc43)C2)cc(OC)c1OC
  .	16	.	-8%	.	-9%	.
- CCCN(C(=O)COC(=O)CSc1ccc([N+](=O)[O-])cc1)C1CCS(=O)(=O)C1 (stereo not given)
  2%	0	-6%	-25%	.	-7%	-5%
- COc1ccccc1OCC(=O)NNC(=O)c1ccc(F)c(S(=O)(=O)N2CCOCC2)c1
  .	33	-4%	3%	.	1%	.
- CC(=O)Nc1ccc(S(=O)(=O)NC(C)C(=O)OCC(=O)NC2CCCC2)cc1 (stereo not given)
  ?	33	-20%	-16%	-1%	-5%	7%
- O=S1(=O)CCN(CCCCc2ccccc2)CC1
  .	30	.	-1%	.	1%	.
- O=C1CCCN1CCC1CCCCN1Cc1nc(-c2cnccn2)no1 (stereo not given)
  7%	-31	-9%	5%	0%	1%	-6%
